From PubChem BioAssay
proCasp7 act = procaspase-7 activators, primary screen, counter-screen for procaspase-3 activator project, biochemical, absorbance, HTS, human | hit rate 0.093% among 330,000 | Caspase-7 (Homo sapiens), P55210 | AID 463210, 2010 | recombinant procaspase-7, Ac-DEVD-pNA absorbance 405 nm; D23A/D198A/D206A triple mutant, cannot self-cleave; scale: DMSO 0, 5 µM enzyme 100 | activation, % at 8.5 µM;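 active = percent activation above the screen-wide mean plus 3 SD, cut at about 25% in these data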
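buffer or medium = Zinc-free HEPES/NaCl buffer, pH 7.4 | material = Procaspase-7 triple mutant (PC-7 D3A) | input = 2 µM procaspase-7 mutant as dispensed | signal = Epi-absorbance of released pNA at 405 nm, two timepoints | timing = 1 h preincubation, 2 h reaction | replicates = singlicate compound testing | evaluation = % activation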
EBNA-1 inh = EBNA-1 DNA-binding inhibitors, primary screen, biochemical, fluorescence polarization; inhibition, % at 14.8 µM; hit rate 0.34% among 300,000; AID 1950, 2009; in the data active = inhibition above about 28%
proCasp3 act = activators of human procaspase-3 D3A mutant, primary screen, biochemical, absorbance, PC-3 D3A mutant, single concentration; Caspase-3 (Homo sapiens), P42574; hit rate 0.11% among 330,000; recombinant procaspase-3 D3A, Ac-DEVD-pNA absorbance 405 nm; activation, % at 8.5 µM;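 active = activation above the mean of all tested compounds plus 3 SD, cut at about 21% in these data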;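 also: 0% = DMSO alone and 100% = DMSO wells spiked with extra 5 µM PC-3 D3A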
Target sequence (P42574 whole entry D9A/D28A/D175A): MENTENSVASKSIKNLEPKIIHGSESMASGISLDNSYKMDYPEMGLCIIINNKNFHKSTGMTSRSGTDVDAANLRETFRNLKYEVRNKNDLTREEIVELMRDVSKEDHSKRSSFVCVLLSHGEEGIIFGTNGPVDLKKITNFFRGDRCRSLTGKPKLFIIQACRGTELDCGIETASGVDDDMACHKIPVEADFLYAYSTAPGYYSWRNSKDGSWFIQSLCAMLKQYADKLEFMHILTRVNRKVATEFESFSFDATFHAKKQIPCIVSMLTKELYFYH
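Technique: 405 nm absorbance of p-nitroaniline, reads at 0 and 120 min; Test system: Procaspase-3 D3A mutant; Incubation: 1 h enzyme-compound preincubation, then 2 h substrate reaction, 25 °C; Repeats: singlicate, each compound tested once; Benchmarks: low control DMSO wells, high control DMSO plus 5 µM PC-3 D3A.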
RPL19A TOR yeast = RPL19A-GFP expression modulators in yeast, primary screen, cell-based, S. cerevisiae, multiplex flow cytometry, MLPCN | AID 2025, 2009 | S. cerevisiae RPL19A-GFP strain, 3 h; stronger effect = lower value | percent response vs DMSO, % at 10 µM | hit rate 0.3% among 330,000;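 active = percent response vs DMSO below 50%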;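 also: median channel GFP fluorescence of the barcoded RPL19A-GFP strain; ratio of sample median GFP to plate DMSO average so 100% = DMSO; lower means less RPL19A-GFP as with rapamycin TOR inhibition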
ZTA counter = blocks Epstein-Barr virus ZTA, an EBNA-1 counter-screen; ZTA-DNA binding, fluorescence polarization; inhibition, % at 11 µM; hit rate 0.15% among 320,000; AID 2234; in the data active = inhibition above about 33%
AHR act = AHR activators, primary screen, cell-based, luminescence, luciferase reporter, human; activation, % at 5 µM; hit rate 2.5% among 320,000; Aryl hydrocarbon receptor (Homo sapiens), P35869; AHR-responsive luciferase reporter cells; in the data active = activation above about 47%;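 also: 0% = vehicle wells and 100% = reference agonist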
Target sequence (P35869 whole entry, looked up): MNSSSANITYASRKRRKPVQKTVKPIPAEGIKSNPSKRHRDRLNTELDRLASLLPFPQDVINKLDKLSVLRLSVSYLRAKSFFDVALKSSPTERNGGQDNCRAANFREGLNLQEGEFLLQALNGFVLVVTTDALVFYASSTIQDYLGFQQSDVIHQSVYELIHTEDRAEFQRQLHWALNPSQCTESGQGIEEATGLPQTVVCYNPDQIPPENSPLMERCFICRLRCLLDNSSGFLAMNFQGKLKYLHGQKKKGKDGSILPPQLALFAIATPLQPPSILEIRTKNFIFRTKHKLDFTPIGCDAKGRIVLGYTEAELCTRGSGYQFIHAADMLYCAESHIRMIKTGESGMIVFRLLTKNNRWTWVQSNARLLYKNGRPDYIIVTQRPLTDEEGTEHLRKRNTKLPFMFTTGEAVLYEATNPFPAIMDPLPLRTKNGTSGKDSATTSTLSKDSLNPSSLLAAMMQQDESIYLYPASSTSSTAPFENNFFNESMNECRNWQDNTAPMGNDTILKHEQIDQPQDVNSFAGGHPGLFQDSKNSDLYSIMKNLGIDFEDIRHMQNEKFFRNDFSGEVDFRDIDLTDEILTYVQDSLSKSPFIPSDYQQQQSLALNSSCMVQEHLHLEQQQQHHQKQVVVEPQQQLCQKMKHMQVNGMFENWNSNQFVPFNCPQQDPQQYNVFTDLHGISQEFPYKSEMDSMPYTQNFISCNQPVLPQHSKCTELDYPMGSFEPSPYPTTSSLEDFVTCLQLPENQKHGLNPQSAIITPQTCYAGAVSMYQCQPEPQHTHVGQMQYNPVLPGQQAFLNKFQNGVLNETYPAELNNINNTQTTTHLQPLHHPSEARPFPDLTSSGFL
LAP4 TOR yeast = modulators of LAP4-GFP expression in yeast, primary screen, S. cerevisiae, multiplex flow cytometry, MLPCN library. 3 h; median GFP as percent of DMSO wells. GFP response vs DMSO, % at 10 µM. hit rate 0.34% among 320,000;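 active = GFP response vs DMSO above a set limit, about the screen mean plus 3 SD, cut at about 150% in these data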
MEP2 TOR yeast = modulators of MEP2-GFP levels in yeast, primary screen, S. cerevisiae, multiplex flow cytometry, MLPCN library; hit rate 0.51% among 330,000; S. cerevisiae MEP2-GFP strain, 3 h; 100% = DMSO control level; GFP response vs DMSO, % at 10 µM;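 active = GFP response versus DMSO above a set limit, roughly screen mean plus 3 SD, cut at about 180% in these data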;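 also: median GFP fluorescence of the barcode-gated MEP2-GFP cells per well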
Active calls of the source: *; x = not tested or not shown.

SMILES | proCasp7 act | EBNA-1 inh | proCasp3 act | RPL19A TOR yeast | ZTA counter | AHR act | LAP4 TOR yeast | MEP2 TOR yeast
Cc1ccc2c(c1)C(c1ccccc1)C(=O)O2 (stereo unspecified) | 3 | -10 | -10 | 97 | -2 | -1 | 111 | 98
Cc1ccc(C(=O)Nc2ccc(C)c(S(=O)(=O)N3CCOCC3)c2)c(C)c1 | 5 | 5 | -4 | 97 | -5 | 5 | 80 | 97
C=CC[n+]1c(/C=C/c2ccc(OC(C)=O)c(OC)c2)ccc2ccccc21 | 4 | -20 | 4 | 86 | -1 | 20 | 83 | 81
Cc1cccc(NC(=O)CN2CCN(C(=O)c3cncn3-c3ccc(F)cc3)CC2)c1C | -4 | x | -2 | 113 | -4 | 2 | 122 | 110
COC(=O)C(Cc1ccccc1)P(=O)(c1ccccc1)c1ccccc1 (stereo unspecified) | -7 | -8 | -5 | 109 | 7 | 0 | 107 | 103
Cc1ccc(Cl)cc1NC(=O)CC1NCCNC1=O (stereo unspecified) | 1 | 1 | -4 | 89 | -5 | 2 | 85 | 86
COc1ccc(NC(=O)Cn2c(=O)sc3ccccc32)c(OC)c1 | -1 | -12 | -4 | 95 | 0 | 5 | 97 | 101
Cc1cc(C)c(C#N)c(Oc2ccc(O)cc2)n1 | -4 | 8 | 15 | 97 | 7 | 2 | 89 | 92
C=C(C)CNC(=S)N/N=C/c1ccco1 | -1 | -7 | 5 | 98 | -6 | 4 | 85 | 90
Cc1ccc(S(=O)(=O)CC(O)COc2ccc(F)cc2Cl)cc1 (stereo unspecified) | 8 | 1 | -5 | 99 | -13 | 2 | 99 | 105
CN(CCC#N)C(=O)COC(=O)C1c2ccccc2Oc2ccccc21 | -3 | 6 | 9 | 107 | -8 | 0 | 106 | 112
O=C1c2ccccc2C(=O)C12OC2c1ccc(Cl)cc1Cl (stereo unspecified) | 14 | 6 | -2 | 101 | 25 | 3 | 93 | 104
COc1ccc(-c2ccc(C(=S)N3CCN(C(C)=O)CC3)o2)cc1 | -61 | 1 | -24 | 96 | 9 | 1 | 110 | 99
CCCn1c(SCC(=O)NC(=O)NC(C)(C)C)n[nH]c1=O | 17 | -3 | -5 | 103 | 3 | -1 | 98 | 105
O=C1NC(=S)N/C1=C/c1cc([N+](=O)[O-])ccc1O | 0 | -6 | -3 | 93 | 12 | 3 | 88 | 91
CCC(=O)Nc1cccc(NC(=S)NC(=O)c2ccc(Cl)cc2Cl)c1 | -2 | 12 | 3 | 105 | 18 | 23 | 99 | 109
CCC(Sc1nc(C)cc(C)n1)C(=O)Nc1ccc(Cl)cn1 (stereo unspecified) | 3 | 12 | 4 | 85 | 3 | -1 | 93 | 101
Cc1ccc(C)c(SCC(=O)Nc2nnc(-c3ccccc3)o2)c1 | -4 | -5 | 3 | 100 | 1 | 11 | 104 | 100
COc1ccc(-c2ccc(-c3noc(-c4cccs4)n3)c(OC)n2)cc1 | -1 | 4 | -1 | 90 | 6 | 14 | 86 | 92
CCN(CC)CCN(C(=O)c1ccc(S(=O)(=O)N2CCCC2)cc1)c1nc2cc(C)cc(C)c2s1 | 0 | 6 | 4 | 94 | -4 | 11 | 125 | 97
COc1ccc(S(=O)(=O)NNC(=O)c2cc3ccccc3o2)cc1 | 9 | -7 | 3 | 102 | -4 | -1 | 94 | 105
CCCNC(=O)NC(=O)CSc1ncc(C(F)(F)F)cc1Cl | 1 | 10 | 3 | 93 | -6 | -2 | 96 | 94
Cc1[nH]n2c(=O)cc(C(C)C)nc2c1-c1ccccc1 | 10 | -1 | 0 | 95 | 16 | -3 | 97 | 98
COc1ccc(S(=O)(=O)NNC(=O)C2COc3ccccc3O2)cc1[N+](=O)[O-] (stereo unspecified) | 4 | -7 | 10 | 104 | 0 | 1 | 104 | 103
O=C(NCc1ccccc1)c1nc2ccccc2s1 | -2 | -8 | 4 | 94 | -27 | -1 | 94 | 89

Ordered by heavy-atom count (lowest first): 3 of the compounds above.
SMILES | proCasp7 act | EBNA-1 inh | proCasp3 act | RPL19A TOR yeast | ZTA counter | AHR act | LAP4 TOR yeast | MEP2 TOR yeast
O=C(NCc1ccccc1)c1nc2ccccc2s1 | -2 | -8 | 4 | 94 | -27 | -1 | 94 | 89
CN(CCC#N)C(=O)COC(=O)C1c2ccccc2Oc2ccccc21 | -3 | 6 | 9 | 107 | -8 | 0 | 106 | 112
Cc1cccc(NC(=O)CN2CCN(C(=O)c3cncn3-c3ccc(F)cc3)CC2)c1C | -4 | x | -2 | 113 | -4 | 2 | 122 | 110

Continuation.
SMILES | proCasp7 act | EBNA-1 inh | proCasp3 act | RPL19A TOR yeast | ZTA counter | AHR act | LAP4 TOR yeast | MEP2 TOR yeast
COc1cccc(N=Nc2ccc3ccccc3c2O)c1 | -3 | -12 | 6 | 99 | -5 | 78* | 93 | 106
CCN(Cc1nc(-c2ccc(OC)cc2)no1)C(=O)c1ccoc1C | -1 | -5 | 4 | 106 | 5 | -4 | 100 | 110
COc1ccc(CC(=O)NCc2n[nH]c(=S)n2-c2ccccc2)cc1 | 2 | -4 | 4 | 93 | 15 | 3 | 90 | 93
CCOc1ccccc1CNCCOC | 2 | -3 | 9 | 105 | 12 | 2 | 88 | 101
CCOC(=O)C1CCCN(c2c(NCC3CCCO3)c(=O)c2=O)C1 (stereo unspecified) | 12 | -2 | 4 | 98 | -7 | -1 | 98 | 97
CCCOc1ccc(C(=O)CCC(=O)NNC(=O)Cn2nc(C)cc2C)cc1 | 1 | -5 | 8 | 95 | -1 | 3 | 103 | 100
CC[C@@H](C)C(N)c1cn([C@@H](CCC(=O)O)C(=O)N2CCNCC2)nn1 (stereo partly specified) | -14 | 6 | 1 | 95 | 2 | 1 | 125 | 95
CC(=O)/C=C1\N(C)c2ccc(C)cc2C1(C)C | -7 | 6 | 6 | 96 | 9 | 1 | 97 | 97
COC(=O)Cc1c(C)nc2nc(-c3ccccc3)[nH]n2c1=O | -3 | 4 | -3 | 100 | 1 | 17 | 101 | 105
O=C(Nc1ccccc1)c1ccc[n+](Cc2ccc([N+](=O)[O-])cc2)c1 | 2 | 13 | 3 | 101 | -7 | 0 | 95 | 100
CC(C)(C)c1ccc(-c2noc(C(=O)NN)n2)cc1 | -17 | 7 | -3 | 98 | -7 | 3 | 134 | 106
CCN1CCc2c(sc(NC(=O)Cc3ccccc3)c2C(N)=O)C1 | 0 | -8 | 2 | 110 | 14 | 2 | 97 | 97
CCOc1ccccc1NC(=O)CN(C)S(=O)(=O)c1cccc2nsnc12 | 6 | 1 | 5 | 95 | -9 | 4 | 105 | 105
O=c1c2ccccc2nc(SCc2ccncc2)n1CC1CCCO1 (stereo unspecified) | -1 | 7 | 2 | 97 | 2 | 10 | 102 | 95
CSc1nsc(SCC(=O)Nc2ccc(Cl)c(C(=O)O)c2)n1 | 4 | -5 | 4 | 106 | 2 | 3 | 104 | 109
CCN(CC)c1ccc(/C=N/NC(=O)CNC(=O)/C=C/c2ccco2)cc1 | -1 | -11 | 9 | 101 | -8 | 14 | 100 | 102
Cc1ccc(C)c(S(=O)(=O)N2CCN(C(C)C(=O)Nc3ccccc3-c3ccccc3)CC2)c1 (stereo unspecified) | 1 | 4 | 4 | 99 | 5 | 1 | 98 | 94
CCNC(=S)N(Cc1cc2cccc(C)c2[nH]c1=O)C1CCCC1 | 5 | -1 | -3 | 96 | 12 | 4 | 88 | 101
CCOc1ccc(OCCCCN2CCCC2)cc1 | -2 | -24 | -4 | 94 | -3 | 1 | x | 94
CCc1nnc(NS(=O)(=O)c2ccc(NC(=O)CCC(=O)O)cc2)s1 | -3 | -2 | 9 | 108 | -10 | 2 | 100 | 109
O=C(CSc1nc2ccsc2c(=O)n1Cc1ccc(C(=O)O)cc1)NCc1ccco1 | -7 | -4 | -9 | 100 | 10 | -1 | 96 | 103
COc1ccc(-c2nc(SC)n(C(=O)c3ccco3)n2)cc1 | -14 | -15 | -8 | 97 | 2 | 10 | 93 | 100
CC1=CC(=C(C#N)c2nc3ccccc3s2)C=C(C)N1c1ccc(F)cc1F | 0 | -11 | 3 | 81 | -8 | 14 | 97 | 96
COc1ccc(NCC(=O)n2c(C)c(C)c3ccccc32)cc1OC | -14 | 6 | 2 | 98 | 6 | 17 | 106 | 87
O=Cc1cn(CC(=O)N2CCCCC2)c2ccccc12 | 13 | -7 | 9 | 100 | -19 | 1 | 92 | 105

Profiles as entered above. Order of values: proCasp7 act, EBNA-1 inh, proCasp3 act, RPL19A TOR yeast, ZTA counter, AHR act, LAP4 TOR yeast, MEP2 TOR yeast
CCOc1ccccc1CNCCOC across the screens: 2, -3, 9, 105, 12, 2, 88, 101
COc1ccc(NCC(=O)n2c(C)c(C)c3ccccc32)cc1OC across the screens: -14, 6, 2, 98, 6, 17, 106, 87
CCOc1ccccc1NC(=O)CN(C)S(=O)(=O)c1cccc2nsnc12 across the screens: 6, 1, 5, 95, -9, 4, 105, 105
CC[C@@H](C)C(N)c1cn([C@@H](CCC(=O)O)C(=O)N2CCNCC2)nn1 (stereo partly specified) across the screens: -14, 6, 1, 95, 2, 1, 125, 95

(continued)
SMILES | proCasp7 act | EBNA-1 inh | proCasp3 act | RPL19A TOR yeast | ZTA counter | AHR act | LAP4 TOR yeast | MEP2 TOR yeast
CSC1=NC(C(Cl)(Cl)Cl)N=C(c2ccccc2)N1 (stereo unspecified) | 4 | 1 | 4 | 98 | 13 | 7 | 102 | 93
COc1cc(C(=O)N/N=C/c2ccsc2C)cc(OC)c1OC | 1 | 3 | 2 | 103 | 6 | 37 | 100 | 103
CCOCCCNC(=O)C(c1ccc(OC)cc1)N(Cc1ccc2c(c1)OCO2)C(=O)c1ccccc1O (stereo unspecified) | -5 | -3 | 2 | 99 | -27 | 4 | 99 | 100
Cc1ccc(S(=O)(=O)N2CCN(C(=O)CSC3CCCC3)CC2)c(C)c1 | 8 | 0 | -1 | 99 | -29 | -2 | 105 | 100
Cc1ccc(-c2c(C#N)c(N)nc3c2CCCCCC3)o1 | -1 | -5 | 1 | 98 | 3 | -1 | 108 | 98
COc1cccc(NC(=O)CSc2ccc3nnc(-c4ccncc4)n3n2)c1 | -3 | 1 | -2 | 103 | -14 | 4 | 94 | 107
COc1ccc(C2=NN(C(C)=O)C(c3ccccc3)C2)cc1 (stereo unspecified) | 12 | 4 | -1 | 101 | 15 | 7 | 96 | 117
COc1ccc(NC(=S)c2ccccc2)cc1 | -2 | 2 | 3 | 122 | 1 | 3 | 81 | 83
Cc1ccc(S(=O)(=O)N2CCC(C(=O)N[C@@H](C)C(=O)NCCc3ccccc3)CC2)cc1 | -1 | 5 | -1 | 94 | 6 | -1 | 82 | 94
O=C(CN1C(=O)NC2(CCc3ccccc3C2)C1=O)NCC(F)(F)F (stereo unspecified) | -12 | -4 | -7 | 103 | -17 | 3 | 103 | 129
NC(=O)c1ccc(NC(=O)CN2CCN(c3ccccc3)CC2)cc1 | 7 | -21 | -6 | 102 | -20 | -1 | 100 | 106
O=C(O)c1cccc(NC(=S)NC(NC(=O)c2ccccc2[N+](=O)[O-])C(Cl)(Cl)Cl)c1 (stereo unspecified) | -1 | 1 | -1 | 103 | -2 | -3 | 96 | 106
CC1CCc2c(sc3ncn(Cc4ccc(C(=O)O)cc4)c(=O)c23)C1 (stereo unspecified) | -2 | -4 | -2 | 95 | 3 | -1 | 115 | 104
CN(C)c1nc2ncn(Cc3ccccc3)c2c(=O)[nH]1 | -3 | -5 | -4 | 105 | 1 | 0 | 100 | 101
O=S(=O)(Cc1ccccc1)N1CCN(C/C=C/c2ccccc2)CC1 | -7 | -10 | 3 | 88 | -14 | 1 | 91 | 94
